NPR2 activator – GC-B (human) receptor activation | AID 1920062 | P20594 | activation, % at 10 µM | actives 0.11% (n = 370,000) | HEK293-GC-B cells, CNP EC30, cGMP TR-FRET; 0% at EC30 CNP, 100% saturating CNP;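 active = activation at 10 µM reaching about 35% in either raw or pattern-adjusted values, limit read from the data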
SIAE primary – human SIAE inhibition, primary screen | Q9HAT2 | SIAE FP-Rh probe binding, fluorescence polarization | inhibition, % at 9.66 µM | actives 0.69% (n = 370,000) | AID 1053197;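 active = inhibition above a cutoff: mean of compounds within the control limits plus 3 SD of those, cut at about 17% in these data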;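 also: 0% = plate median of compound wells and 100% = probe without SIAE protein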
TCR-CD3 inh – human TCR-CD3 binding inhibition. TAMRA-labeled TCR probe fluorescence, biochemical. inhibition, % at 9.4 µM. actives 0.37% (n = 360,000); in the data active = inhibition above about 19%;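 also: recombinant mutant TCR 2C K166C tagged with TAMRA read by polarization; 0% = receptor in buffer alone and 100% = receptor with positive control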
PRMT1 inh – blocks human protein arginine methyltransferase 1. recombinant PRMT1, activity-based probe fluorescence polarization. inhibition, % at 2.79 µM. actives 1.3% (n = 370,000). AID 652257;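 active = inhibition above about 21% made by adding two undisclosed values, limit read from the data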
rCAG binder – molecules binding r(CAG) RNA repeats. r(CAG) RNA repeat, TO-PRO-1 dye displacement fluorescence. inhibition, % at 3 µM. actives 1.3% (n = 370,000);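 active = inhibition above the plate cutoff, the mean of all test compounds on that plate plus 3 SD, cut at about 35% in these data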;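 also: 0% = DMSO alone and 100% = 100 µM mitoxantrone as full dye displacement; higher means more dye released from RNA so lower well fluorescence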
MBD2 DNA inh – inhibitors of human MBD2 binding to methylated oligonucleotide; Q9UBB5; TR-FRET; inhibition, % at 4.4 µM; actives 0.31% (n = 370,000); AID 686964; in the data active = inhibition above about 13%
Target sequence (Q9UBB5 whole entry, looked up): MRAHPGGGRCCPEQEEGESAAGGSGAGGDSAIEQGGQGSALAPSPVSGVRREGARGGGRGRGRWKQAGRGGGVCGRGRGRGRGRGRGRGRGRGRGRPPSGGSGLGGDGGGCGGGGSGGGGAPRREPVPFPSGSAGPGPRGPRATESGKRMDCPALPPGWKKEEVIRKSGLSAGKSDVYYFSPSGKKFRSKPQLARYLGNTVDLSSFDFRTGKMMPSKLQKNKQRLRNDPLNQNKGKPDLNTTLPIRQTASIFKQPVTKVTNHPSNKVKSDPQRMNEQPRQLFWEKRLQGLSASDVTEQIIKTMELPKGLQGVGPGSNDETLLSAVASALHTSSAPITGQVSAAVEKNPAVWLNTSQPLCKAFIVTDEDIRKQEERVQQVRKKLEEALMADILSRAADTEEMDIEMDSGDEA
TDP2 absorb – TDP2 (human) inhibition, absorbance primary screen; inhibition, % at 12.8 µM; recombinant TDP2, T5PNP hydrolysis, p-nitrophenol absorbance 415 nm; AID 720702; O95551; actives 0.34% (n = 370,000);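 active = inhibition above the mean of all tested compounds plus 3 SD, set per campaign, cut at about 25% in these data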;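 also: 0% = DMSO with enzyme and 100% = buffer with substrate but no TDP2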
Target sequence (O95551 whole entry, looked up): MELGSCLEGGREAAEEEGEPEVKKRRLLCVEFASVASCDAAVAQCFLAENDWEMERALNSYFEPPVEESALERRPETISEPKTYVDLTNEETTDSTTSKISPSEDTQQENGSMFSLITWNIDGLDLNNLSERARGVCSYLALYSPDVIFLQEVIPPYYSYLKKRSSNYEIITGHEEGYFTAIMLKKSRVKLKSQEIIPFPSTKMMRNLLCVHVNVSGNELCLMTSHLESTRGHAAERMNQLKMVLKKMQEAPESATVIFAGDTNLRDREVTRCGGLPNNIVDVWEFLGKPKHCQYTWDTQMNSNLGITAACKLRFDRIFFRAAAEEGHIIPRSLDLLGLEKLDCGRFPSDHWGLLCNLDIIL
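Evaluation: % inhibition relative to enzyme-containing and enzyme-free wells. Material: recombinant human TDP2. Benchmarks: enzyme-free and DMSO wells. Timing: enzyme reaction with compound for 2 h at 37 °C. Compound dosing: 12.8 µM only. Measured by: p-Nitrophenol epi absorbance. Reagent: T5PNP substrate at 5 mM, a TopII-DNA adduct mimic. Replication: single well per compound.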
LEDGF integ inh – blocks HIV-1 LEDGF/p75-dependent DNA integration | TR-FRET IN-LEDGF/p75 DNA integration, Eu/Cy5 | inhibition, % at 3.7 µM | actives 0.64% (n = 370,000) | AID 743269;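 active = inhibition above the screen-wide mean plus 3 SD, cut at about 13% in these data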;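 also: signal is the Cy5 over europium emission ratio at 671 and 618 nm; 0% = plate median of compound wells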
ABHD4 inh – inhibitors of mouse ABHD4 | Q8VD66 | purified mABHD4, FP-Rh probe fluorescence polarization | inhibition, % at 8.92 µM | actives 0.54% (n = 370,000) | AID 720543;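 active = inhibition exceeding the mean over every tested compound plus 3 SD, cut at about 30% in these data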;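 also: 0% = plate median of compound wells and 100% = S159A mutant with DMSO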
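Assay system: mouse ABHD4 enzyme, wild type / Also added: fluorescent activity-based probe FP-Rh / Doses: single nominal dose of 8.92 µM, 0.89% DMSO final / Timing: 45 min compound pre-incubation plus 60 min probe step, 25 °C / Signal: FP readout, ex 525 nm / em 598 nm / Control set: S159A mutant/DMSO as 100%, compound-well median as 0%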
HTRA1 inhibitor – inhibitors of human serine peptidase HTRA1; Q92743; recombinant HTRA1, FP-rhodamine activity-based probe, fluorescence polarization; inhibition, % at 5.96 µM; actives 0.5% (n = 340,000); in the data active = inhibition above about 36%;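 also: 0% = enzyme with DMSO and 100% = wells lacking enzyme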
An asterisk follows results filed as active; nt = no result given. Not all compounds are listed (hit frequency here may not be typical).

SMILES | NPR2 activator | SIAE primary | TCR-CD3 inh | PRMT1 inh | rCAG binder | MBD2 DNA inh | TDP2 absorb | LEDGF integ inh | ABHD4 inh | HTRA1 inhibitor
CCOC(=O)/C(C(N)=NCc1ccco1)=C(/O)c1ccccc1 | -5 | 6 | -4 | 0 | 1 | 2 | 1 | 2 | -11 | -5
Cc1c(NC(=O)CN2C(=O)NC(C)(c3ccc(OC(F)F)cc3)C2=O)c(=O)n(-c2ccccc2)n1C (stereo unspecified) | -4 | 3 | 5 | 2 | -3 | 1 | 5 | -3 | 6 | 0
c1ccc(-c2ccccc2-n2cnnn2)cc1 | 10 | 3 | 4 | -2 | -1 | 0 | 6 | -2 | 0 | -7
O=C(Cc1c(F)cccc1Cl)N/N=C/c1cccs1 | 5 | -2 | 0 | -3 | -6 | -2 | -1 | -3 | 2 | 0
COc1ccc(NC(=O)CSc2nnnn2-c2ccc(F)cc2)cc1 | 4 | 3 | -2 | 2 | -1 | -1 | 2 | -5 | 3 | -3
O=C(CSc1nnnn1-c1cccnc1)Nc1ccccc1F | 1 | 5 | 6 | 1 | -3 | -7 | -9 | -1 | -4 | 2
COc1cccc(NC(=O)CSCc2cc(=O)n3nc(C4CC4)sc3n2)c1 | 4 | 1 | 10 | 2 | 2 | -7 | 7 | 5 | -2 | 4
Cc1ccc(NC(=O)COC(=O)CCNS(=O)(=O)c2ccc(C)c(C)c2)cc1 | 2 | -1 | -1 | 1 | 0 | 0 | -6 | 5 | 7 | -8
COCCNC(=O)C1CCC(Cn2c(=S)[nH]c3ccccc3c2=O)CC1 (stereo unspecified) | 8 | 3 | -4 | 6 | -6 | 1 | -4 | -1 | -6 | 8
O=C1NC(c2ccc(-c3ccccc3[N+](=O)[O-])o2)C(C(=O)c2ccc(F)cc2)C(O)(C(F)(F)F)N1 (stereo unspecified) | -12 | 6 | -3 | 4 | 4 | 0 | 11 | 0 | 11 | -10
Cc1ccc(C(=O)c2c(NC(=O)CSc3nnc(N)s3)sc3c2CCCC3)cc1 | 0 | -6 | 6 | 3 | 11 | -7 | 7 | 0 | -13 | -47
COC1=C(Nc2ccc(C)cc2)C(=O)c2ccccc2C1=O | 0 | 15 | -1 | -2 | -2 | -10 | 55* | 3 | 1 | 11
Oc1c(Br)cc(C2N=C(c3ccccc3Cl)NO2)cc1Br (stereo unspecified) | -7 | 1 | 3 | -2 | 17 | -4 | 7 | 0 | -10 | -4
COc1ccc([C@@H]2[C@@H]3C(=O)N(C(C)(C)C)C(=O)[C@@H]3[C@]3(Cc4ccc(Cl)cc4)C(=O)N(c4cccc(Br)c4)C(=O)N23)cc1 | -24 | 8 | -2 | -4 | 4 | -1 | 1 | 0 | -1 | -2
O=C(COC(=O)/C=C/c1ccc(F)cc1)Nc1ccccc1-c1ccccc1 | -2 | 5 | 6 | 0 | -4 | 0 | -5 | -1 | -1 | 1
Cc1ccc(NC(=O)Nc2ccc3oc(C)nc3c2)cc1 | -2 | -3 | -2 | 0 | 3 | -6 | -9 | -4 | -7 | -2
COCCNc1nnc(SCC(=O)N(C)c2c(N)n(Cc3ccccc3)c(=O)[nH]c2=O)s1 | 1 | 1 | -6 | -1 | -4 | -3 | 11 | -4 | 7 | 1
O=C1CCCN1CCCNS(=O)(=O)c1ccc(Br)s1 | -5 | 8 | -5 | 0 | -3 | -5 | -1 | -2 | 1 | 8
CCS(=O)(=O)N1Cc2ccccc2CC1C(=O)Nc1nc2ccc(F)cc2s1 (stereo unspecified) | 0 | -6 | -2 | 6 | 5 | 4 | -8 | -4 | -6 | -36
COc1ccc(/C=C(/NC(=O)c2ccccc2)C(=O)NCc2ccncc2)cc1 | -1 | 6 | 4 | 7 | -1 | -5 | 0 | -1 | -1 | -2
Cc1ccc(S(=O)(=O)NNC(=O)Nc2ccc(C)c(C)c2)c(C)c1 | -1 | 3 | 0 | 5 | -1 | 9 | 5 | -1 | 5 | -5
CCS(=O)(=O)N1Cc2ccccc2CC1C(=O)NCCc1c[nH]c2ccccc12 (stereo unspecified) | -6 | 7 | -7 | -4 | 6 | 2 | -16 | 4 | -5 | -7
c1ccc(-n2ncc3c2ncn2nnnc32)cc1 | -2 | 9 | -1 | 3 | 3 | 4 | -5 | 3 | 1 | -13
CC[C@]12c3[nH]c4ccc(OC)cc4c3CCN1C(=O)C(CC(=O)NCCCN(C)C)C[C@@H]2C(=O)N1CCN(C(=O)C2CC2)CC1 (stereo partly specified) | 3 | 0 | -4 | -1 | 2 | 0 | 3 | -3 | 2 | 3
CC(=O)N1CCc2cc(Br)cc(S(=O)(=O)CCC(=O)Nc3c(C)n(C)n(-c4ccccc4)c3=O)c21 | 6 | 4 | -3 | 5 | -1 | 6 | 6 | -4 | 2 | 10
COc1ccc2oc(C(=O)OCC(=O)N(C)c3ccccc3)c(C)c2c1 | 7 | -5 | -5 | 1 | -1 | -1 | 8 | -1 | 1 | -15
O=C(NCc1ccco1)c1cnn2cccnc12 | -7 | -9 | 0 | -1 | 3 | -3 | -4 | 3 | 3 | -2
Nn1c(SCC(=O)Nc2cc(S(=O)(=O)N3CCOCC3)ccc2Cl)nnc1-c1cccnc1 | -3 | 1 | 0 | -1 | 6 | 5 | -4 | 2 | 0 | 2
Cc1nn(-c2ccccc2)c2sc(C(=O)OCC(=O)N3CCCCC3)cc12 | -8 | 0 | 4 | -3 | 1 | 1 | -1 | -1 | 2 | -2
COc1cc(C2CC(=O)Oc3ccc(C(C)(C)C)cc32)cc(OC)c1OC (stereo unspecified) | 6 | 1 | 0 | -3 | 3 | 1 | 9 | 0 | -1 | -5
CCCOc1ccc(C(=O)N(CC(C)C)c2c(N)n(Cc3ccccc3)c(=O)[nH]c2=O)cc1 | 8 | -4 | -4 | -2 | 2 | 3 | -12 | -1 | -5 | -11
C[C@@H]1C=C(C(=O)N2CCN(Cc3ccc4c(c3)OCO4)CC2)O[C@H](OCCCCO)C1 | -3 | 4 | 3 | 1 | 0 | 2 | 0 | 2 | 7 | 2
Cn1c(CNc2ccccc2)cc(=O)n(C)c1=O | -1 | 5 | -5 | 0 | 4 | 1 | 6 | -1 | 3 | 0
C[n+]1ccccc1/C=C/c1ccccc1Cl | 7 | 4 | -3 | 6 | 0 | -2 | -8 | -6 | 9 | -7
O=C(O)C1CC(c2ccccc2)=Nc2ccccc2S1 (stereo unspecified) | 0 | 2 | 5 | 14 | 1 | 4 | -8 | -1 | 3 | -4
O=C1N(Cc2cccnc2)C[C@@H]2C[C@@H](c3cccc(OC4CCCC4)c3)N3CCC[C@@]123 | 5 | -6 | 0 | -3 | -6 | -3 | 6 | 1 | -2 | -4
O=C(NC(=S)Nc1nc(-c2ccc(Cl)cc2)cs1)c1cccs1 | -6 | 1 | 9 | 0 | 4 | -2 | -3 | 0 | -2 | -2
COc1ccc(-c2nnn(CC(=O)N(CC(=O)NC3CCCC3)c3cccc(C)c3)n2)cc1OC | 2 | -3 | 0 | -3 | -1 | -1 | 3 | 4 | -6 | 0
CCn1c(=O)c(C(=O)NNC(=O)c2ccccc2Cl)c(O)c2ccccc21 | 3 | 1 | 11 | 0 | 3 | 0 | -7 | 0 | -2 | 5
CCOc1ccc(S(=O)(=O)n2cc(F)c(=O)[nH]c2=O)cc1 | -1 | 1 | 6 | 1 | 2 | 0 | 5 | -1 | 5 | nt
CCOC(=O)c1ccc(CN2Cc3ccccc3C2=O)cc1 | 2 | -1 | -7 | 1 | 1 | 0 | 2 | 3 | -5 | -2
CCOC(=O)C1CCCN(C(=O)c2cccc(S(=O)(=O)N(Cc3ccccc3)c3ccccc3OC)c2)C1 (stereo unspecified) | -7 | -10 | -7 | -4 | 0 | -5 | -24 | 4 | -13 | -26
Cn1c(CN2CCOCC2)nnc1SCC(N)=O | -1 | -2 | -3 | 3 | -4 | -2 | -4 | -4 | -2 | 4
O=C(NCCN1CCNCC1)c1ccccn1 | -2 | 7 | 5 | 2 | 1 | -7 | 5 | 0 | 0 | 10
CN(CC(=O)Nc1ccccc1Cl)C(=O)c1cc(=O)[nH]c2ccccc12 | 0 | 4 | 0 | -4 | 2 | -4 | 0 | -1 | -4 | -12
CC1=C([N+](=O)[O-])C(c2ccccc2Cl)NC(=O)N1 (stereo unspecified) | 6 | -4 | 1 | 0 | -2 | 3 | -11 | 3 | -6 | 8
O=C(NCCCN1CCN(c2ccccc2F)CC1)C1CCN(S(=O)(=O)N2CCOCC2)CC1 | 3 | -5 | -11 | 2 | 1 | 8 | -4 | -1 | -6 | 4
CC(NC(=O)c1ccccc1F)c1nnc(SCC(=O)N2CCN(c3ccccc3)CC2)n1C (stereo unspecified) | 2 | -15 | -1 | 9 | -6 | 9 | -7 | -1 | -5 | 4
CC1CC(C)CN(C(C(=O)NC2CCCCC2)c2cc3ccccc3o2)C1 (stereo unspecified) | -4 | -2 | -1 | 5 | 2 | -2 | -10 | 3 | -3 | nt
Cn1c(=O)n(C)c2cc([N+](=O)[O-])c(N3CCN(S(=O)(=O)c4ccccc4)CC3)cc21 | -3 | 6 | -4 | 0 | -2 | 1 | 9 | 1 | 10 | 0
N#C/C(=C\c1cccnc1)c1ccc([N+](=O)[O-])cc1 | -8 | 2 | -4 | 2 | -1 | 4 | 7 | -4 | 7 | 2
O=C(O)C(Cc1ccccc1)N=Cc1c(O)c2ccccc2oc1=O (stereo unspecified) | 6 | -7 | -6 | 4 | 5 | 9 | 0 | 5 | -7 | -1
C/C(=N\NC(=O)c1cc2c(s1)CCC(C)C2)c1cccnc1 (stereo unspecified) | -2 | -1 | -7 | 2 | -1 | 4 | 2 | 2 | -3 | -28
Cc1c(C(=O)N(C)C2CC(C)(C)NC(C)(C)C2)oc2c(F)cccc12 | 2 | -3 | -1 | -2 | 3 | 5 | -8 | 0 | -2 | -3
COc1ccc(CCN(C)C(=O)C2CCN(Cc3ccccc3)CC2)cc1OC | -4 | 1 | 4 | -8 | -6 | -4 | -10 | 1 | 5 | 11
O=C(NCCNC(=O)c1cc(F)cc(F)c1)c1cc(F)cc(F)c1 | -2 | 9 | 9 | -2 | 3 | 2 | 4 | -4 | 4 | 6
CC(NC(=O)CNC(=O)c1ccccc1F)c1ccc(-n2ccnc2)cc1 (stereo unspecified) | 2 | 4 | -2 | 4 | -1 | 7 | 6 | -2 | 8 | 2
